DAX1 inh-1: DAX1 (NR0B1) inhibitors on StAR promoter, primary screen, cell-based, luminescence, SF-1 (NR5A1), full-length DAX-1; HEK293T StAR-luciferase reporter, SF-1/DAX-1 repression relief; inhibition, % at 6.8 µM; 1.1% of 370,000 active; AID 652010, 2013;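 active = inhibition above the mean over all tested compounds plus 3 SD, cut at about 3.6% in these data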;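 note: 0% = DAX-1 cells with DMSO and 100% = cells lacking DAX-1 with DMSO; higher inhibition means more luminescence from relief of DAX-1 repression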
SMARCA2 activ: SMARCA2 (BRM) function activators, primary screen, cell-based, luminescence, high throughput; MG213 cells, MMTV-luciferase reporter, dexamethasone, overnight; activation, % at 9.1 µM; 1% of 370,000 active; AID 652017, 2013; in the data active = activation above about 7.8%;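 note: 0% = vehicle wells and 100% = reference activator wells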
hgDAF-12 ag: H. glycines DAF-12 receptor agonists, primary screen, cell-based, luminescence, HEK293, GAL4 fusion, UAS-luciferase; 1.8% of 370,000 active; activation, % at 6.8 µM; HEK293 GAL4-hgDAF12 UAS-luciferase reporter, agonist luminescence; normalized to butyrate control;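 active = activation above a cutoff set at the mean of all screened compounds plus 3 SD, cut at about 10% in these data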;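 note: 0% = DMSO wells and 100% = sodium butyrate wells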
ADAM10 inh: human ADAM10 inhibitors, primary screen, biochemical, QFRET, HTS; Disintegrin and metalloproteinase domain-containing protein 10 (Homo sapiens), O14672; recombinant ADAM10, EDANS/DABCYL FRET peptide cleavage, 3 h; inhibition, % at 7 µM; 0.62% of 370,000 active;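 active = inhibition above a per-campaign cutoff equal to the mean of compounds falling between control-based bounds plus 3 SD, cut at about 20% in these data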;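 note: 0% = DMSO wells while the 100% control is not disclosed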
Target sequence (O14672 214-748 limits assumed): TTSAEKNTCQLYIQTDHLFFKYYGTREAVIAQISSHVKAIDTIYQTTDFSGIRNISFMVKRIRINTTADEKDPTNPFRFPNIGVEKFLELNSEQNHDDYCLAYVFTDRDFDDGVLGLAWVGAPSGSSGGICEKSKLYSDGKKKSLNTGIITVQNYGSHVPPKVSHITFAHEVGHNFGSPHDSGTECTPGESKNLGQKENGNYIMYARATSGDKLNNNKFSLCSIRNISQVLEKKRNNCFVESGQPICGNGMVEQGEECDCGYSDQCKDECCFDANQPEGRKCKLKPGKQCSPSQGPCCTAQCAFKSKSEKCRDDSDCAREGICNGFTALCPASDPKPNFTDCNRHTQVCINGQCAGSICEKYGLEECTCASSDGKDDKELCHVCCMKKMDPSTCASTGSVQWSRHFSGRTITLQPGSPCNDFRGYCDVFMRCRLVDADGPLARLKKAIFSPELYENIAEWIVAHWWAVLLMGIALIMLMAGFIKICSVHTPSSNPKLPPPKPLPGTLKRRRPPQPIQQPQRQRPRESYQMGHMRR
sPLA2-III inh: human group III sPLA2 inhibitors, primary screen, biochemical, QFRET, BODIPY PC-A2 liposome substrate | Group 3 secretory phospholipase A2 (Homo sapiens), Q9NZ20 | QFRET BODIPY PC-A2 liposome hydrolysis, fluorescence | inhibition, % at 12.2 µM | 0.56% of 370,000 active;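 active = inhibition above mean plus 3 SD of compounds lying within the high and low control bounds, cut at about 19% in these data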;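 note: 0% = median of test compound wells and 100% = no enzyme DMSO wells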
Target sequence (Q9NZ20 whole entry, looked up): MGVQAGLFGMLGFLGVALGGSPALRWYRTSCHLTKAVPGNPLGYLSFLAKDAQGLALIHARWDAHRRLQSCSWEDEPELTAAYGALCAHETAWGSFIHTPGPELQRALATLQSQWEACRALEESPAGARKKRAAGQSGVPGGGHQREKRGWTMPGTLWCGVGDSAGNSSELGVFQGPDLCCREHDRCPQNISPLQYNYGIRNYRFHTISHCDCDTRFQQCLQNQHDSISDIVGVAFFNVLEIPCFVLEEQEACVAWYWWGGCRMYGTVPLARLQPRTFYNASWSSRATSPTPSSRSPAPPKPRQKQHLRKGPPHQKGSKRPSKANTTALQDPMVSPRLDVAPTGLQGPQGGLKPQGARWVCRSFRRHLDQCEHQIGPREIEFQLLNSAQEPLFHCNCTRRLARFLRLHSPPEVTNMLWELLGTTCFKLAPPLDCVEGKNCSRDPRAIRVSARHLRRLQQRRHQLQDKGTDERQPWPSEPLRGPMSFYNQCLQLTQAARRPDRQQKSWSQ
GAA850 FXN act: FXN promoter activators, primary screen, cell-based, luciferase luminescence, HEK293 lucGAA850. HEK293 lucGAA850 FXN promoter luciferase reporter, 24 h; percent of 10 µM SAHA response. AID 540364, 2011. 0.56% of 360,000 active. activation, % at 6 µM;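 active = activation above the average of all compounds screened plus 3 SD, cutoff fixed separately per campaign, cut at about 7.5% in these data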;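 note: 0% = DMSO wells and 100% = 10 µM SAHA wells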
NPR1 activator: GC-A stimulated cGMP production enhancers – HEK293 GC-A cells, cGMP TR-FRET, EC30 ANP, primary screen. Atrial natriuretic peptide receptor 1 (Homo sapiens), P16066. 0% at EC30 ANP, 100% saturating ANP. activation, % at 10 µM. 0.14% of 370,000 active. AID 1671463, 2021; in the data active = activation above about 40%
ssDAF-12 act: S. stercoralis DAF-12 nuclear receptor activators, primary screen, cell-based, luminescence, HEK293, GRIP1 co-expression, lit1-tk-luc; HEK293 ssDAF-12/GRIP1 lit1-tk-luc reporter; % of 3 µM dafachronic acid response; activation, % at 6.8 µM; 1% of 370,000 active; AID 652126, 2013;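 active = activation above the mean over all tested compounds plus 3 SD, cut at about 0.9% in these data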;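 note: 0% = DMSO-only wells and 100% = 3 µM delta7-dafachronic acid wells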
NPR2 activator: human GC-B receptor activators, primary screen, HEK293 GC-B cells, cGMP TR-FRET, EC30 CNP; Atrial natriuretic peptide receptor 2 (Homo sapiens), P20594; 0% at EC30 CNP, 100% saturating CNP; activation, % at 10 µM; 0.11% of 370,000 active;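 active = activation at 10 µM reaching about 35% in either raw or pattern-adjusted values, limit read from the data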
DAX1 inh-2: DAX1 (NR0B1) inhibitors, primary screen, cell-based, HEK293, Gal4-DAX1, luciferase luminescence; inhibition, % at 6.75 µM; HEK293 Gal4-DAX1 luciferase reporter; 0.99% of 340,000 active; AID 504766, 2011;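 active = inhibition above the mean over all tested compounds plus 3 SD, cut at about 4.2% in these data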;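 note: 0% = DAX1-transfected cells with DMSO and 100% = empty-vector control cells with DMSO; inhibition shows as a rise in luminescence from relieved DAX1 repression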
hcDAF12 agonist: H. contortus DAF-12 nuclear receptor activators, primary screen, cell-based, luminescence, HEK293, lit1-tk-luc reporter | HEK293 hcDAF-12 lit1-tk-luc reporter; 0% DMSO, 100% Δ7-dafachronic acid | activation, % at 6.8 µM | 1.4% of 370,000 active | AID 652067, 2013;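 active = activation above the mean of all tested compounds plus 3 SD, cut at about 5.5% in these data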;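 note: 100% = response to 3 µM Δ7-dafachronic acid high control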
* = called active by the depositor.

For COc1cccc(-n2c(=S)sc3c(=O)n(-c4ccccc4OC)c(=S)[nH]c32)c1 the results were DAX1 inh-1 -1.4, SMARCA2 activ 2, hgDAF-12 ag 3.8, ADAM10 inh 7, sPLA2-III inh 0, GAA850 FXN act 1.2, NPR1 activator 0, ssDAF-12 act -1.8, NPR2 activator -1, DAX1 inh-2 -0.1 and hcDAF12 agonist -0.1.
Screening O=C(O)CSc1nc2ccccc2[nH]1 returned DAX1 inh-1 0.6, SMARCA2 activ 6, hgDAF-12 ag 0.4, ADAM10 inh 0, sPLA2-III inh 10, GAA850 FXN act 0.4, NPR1 activator 1, ssDAF-12 act -0.5, NPR2 activator -1, DAX1 inh-2 -1.4 and hcDAF12 agonist -0.5.
Screening Cc1cc(NC(=O)CS(=O)(=O)c2ccc(Cl)cc2)no1 returned DAX1 inh-1 0.1, SMARCA2 activ -1, hgDAF-12 ag -0.3, ADAM10 inh 0, sPLA2-III inh -10, GAA850 FXN act 4.0, NPR1 activator 0, ssDAF-12 act -1.2, NPR2 activator 5, DAX1 inh-2 0.3 and hcDAF12 agonist 0.8.
Screening CCOC(=O)CSc1nc2ccccc2c(=O)n1CC1CCCC1 returned DAX1 inh-1 -0.3, SMARCA2 activ -2, hgDAF-12 ag -0.5, ADAM10 inh 8, sPLA2-III inh -3, GAA850 FXN act 2.4, NPR1 activator -2, ssDAF-12 act -1.5, NPR2 activator -3, DAX1 inh-2 0.3 and hcDAF12 agonist -2.3.
`O=C(NN=C1CCCC1)c1ccc(O)cc1` gave DAX1 inh-1 -0.2, SMARCA2 activ 0, hgDAF-12 ag 3.3, ADAM10 inh -1, sPLA2-III inh 9, GAA850 FXN act 0.8, NPR1 activator 0, ssDAF-12 act -0.7, NPR2 activator 2, DAX1 inh-2 0.1 and hcDAF12 agonist 2.7.
Screening CC(C)NS(=O)(=O)c1ccc(OCC(=O)NCc2ccc3c(c2)OCO3)c(Cl)c1 returned DAX1 inh-1 -1.0, SMARCA2 activ -1, hgDAF-12 ag -0.4, ADAM10 inh -2, sPLA2-III inh -26, GAA850 FXN act -0.1, NPR1 activator -3, ssDAF-12 act -0.9, NPR2 activator -6, DAX1 inh-2 0.0 and hcDAF12 agonist -1.4.
`COc1ccc(S(=O)(=O)N2CCC(O)(c3ccc4c(c3)OCO4)CC2)cc1` gave DAX1 inh-1 -0.7, SMARCA2 activ -3, hgDAF-12 ag 0.6, ADAM10 inh 7, sPLA2-III inh -10, GAA850 FXN act -0.8, NPR1 activator -3, ssDAF-12 act -1.9, NPR2 activator 0, DAX1 inh-2 0.0 and hcDAF12 agonist -1.9.
For CCN(CC)C(=O)C1=C(C)N(CCC2=CCCCC2)C(=O)C(CC(=O)NCCCN(C)C)C1 (centres undefined) the results were DAX1 inh-1 0.3, SMARCA2 activ 1, hgDAF-12 ag 2.4, ADAM10 inh -13, sPLA2-III inh 4, GAA850 FXN act 0.4, NPR1 activator 4, ssDAF-12 act -0.8, NPR2 activator 7, DAX1 inh-2 0.1 and hcDAF12 agonist -1.3.
Screening Cc1ccc(C(=O)N/C(=C/c2cccc([N+](=O)[O-])c2)C(=O)NC(C)C)cc1 returned DAX1 inh-1 0.1, SMARCA2 activ -1, hgDAF-12 ag -1.3, ADAM10 inh -10, sPLA2-III inh 6, GAA850 FXN act -0.2, NPR1 activator 0, ssDAF-12 act -0.5, NPR2 activator 0, DAX1 inh-2 -0.2 and hcDAF12 agonist -1.7.
Screening CCOC(=O)c1cn(CC(=O)Nc2ccccc2C(=O)OCC)nn1 returned DAX1 inh-1 0.1, SMARCA2 activ 2, hgDAF-12 ag -0.1, ADAM10 inh -4, sPLA2-III inh 2, GAA850 FXN act 0.3, NPR1 activator -1, ssDAF-12 act -1.5, NPR2 activator 7, DAX1 inh-2 1.2 and hcDAF12 agonist -1.0.
O=C(O)c1nccnc1C(=O)NCCc1c[nH]c2ccccc12 was read as DAX1 inh-1 0.3, SMARCA2 activ -2, hgDAF-12 ag -0.6, ADAM10 inh -7, sPLA2-III inh 8, GAA850 FXN act 2.2, NPR1 activator 6, ssDAF-12 act -0.2, NPR2 activator 1, DAX1 inh-2 1.4 and hcDAF12 agonist 5.6*.
For COC(=O)c1ccc(CNC(=O)[C@@H]2CCCN2S(=O)(=O)c2ccccc2F)cc1 the results were DAX1 inh-1 -1.1, SMARCA2 activ 0, hgDAF-12 ag 2.3, ADAM10 inh -11, sPLA2-III inh 11, GAA850 FXN act 1.7, NPR1 activator 0, ssDAF-12 act -0.6, NPR2 activator 2, DAX1 inh-2 -0.8 and hcDAF12 agonist -1.2.
`Cc1c(NC(=O)c2cc(-c3cccc(Cl)c3)on2)c(=O)n(-c2ccccc2)n1C` gave DAX1 inh-1 -0.6, SMARCA2 activ -2, hgDAF-12 ag 0.1, ADAM10 inh 0, sPLA2-III inh 1, GAA850 FXN act 0.5, NPR1 activator 1, ssDAF-12 act -0.9, NPR2 activator -2, DAX1 inh-2 -2.0 and hcDAF12 agonist -1.4.
`CC(=O)OCC(=O)[C@@]1(O)CC[C@H]2[C@@H]3CCC4=CC(=O)C=C[C@]4(C)[C@H]3[C@@H](O)C[C@@]21C` gave DAX1 inh-1 3.3, SMARCA2 activ -5, hgDAF-12 ag -1.7, ADAM10 inh -4, sPLA2-III inh -3, GAA850 FXN act 2.9, NPR1 activator 3, ssDAF-12 act -1.2, NPR2 activator 8, DAX1 inh-2 0.0 and hcDAF12 agonist -0.9.
Screening COc1ccc(COc2cccc3ccc(C)nc23)cc1F returned DAX1 inh-1 -0.5, SMARCA2 activ -2, hgDAF-12 ag 2.8, ADAM10 inh -3, sPLA2-III inh -6, GAA850 FXN act 1.6, NPR1 activator -2, ssDAF-12 act -1.0, NPR2 activator 1, DAX1 inh-2 -1.1 and hcDAF12 agonist -2.7.
For Cc1ccccc1-n1cnnc1SCC(=O)N1CCN(c2ccccc2)CC1 the results were DAX1 inh-1 0.1, SMARCA2 activ 4, hgDAF-12 ag -3.1, ADAM10 inh 12, sPLA2-III inh 0, GAA850 FXN act 0.2, NPR1 activator 2, ssDAF-12 act -1.4, NPR2 activator -4, DAX1 inh-2 1.4 and hcDAF12 agonist -2.3.
c1ccc(-c2nc(-c3cccnc3)n[nH]2)cc1 was read as DAX1 inh-1 -0.2, SMARCA2 activ 4, hgDAF-12 ag 7.2, ADAM10 inh -1, sPLA2-III inh -1, NPR1 activator 1, ssDAF-12 act -0.6, NPR2 activator -8 and hcDAF12 agonist 1.3.
CN1CCN(CC(=O)N2c3ccc(S(=O)(=O)NCCNC(=O)OC(C)(C)C)cc3C(=O)Nc3cccnc32)CC1 was read as DAX1 inh-1 -0.1, SMARCA2 activ -1, hgDAF-12 ag -1.1, ADAM10 inh -6, sPLA2-III inh 9, GAA850 FXN act 0.3, NPR1 activator -1, ssDAF-12 act -0.8, NPR2 activator 7, DAX1 inh-2 -0.8 and hcDAF12 agonist -0.2.
COc1ccc(C(=O)OCc2c(-c3ccccc3)ncc3ccccc23)cc1 was read as DAX1 inh-1 -0.3, SMARCA2 activ 3, hgDAF-12 ag 0.8, ADAM10 inh -4, sPLA2-III inh 1, GAA850 FXN act 3.1, NPR1 activator 13, ssDAF-12 act -0.9, NPR2 activator 8, DAX1 inh-2 -0.2 and hcDAF12 agonist -1.7.
Cc1ccc(N2CCN(C(=O)c3ccccc3NC(=O)C3CCCCC3C(=O)O)CC2)cc1 (centres undefined) was read as DAX1 inh-1 -0.4, SMARCA2 activ -4, hgDAF-12 ag 5.1, ADAM10 inh -9, sPLA2-III inh -3, GAA850 FXN act 3.7, NPR1 activator 2, ssDAF-12 act -0.6, NPR2 activator 2, DAX1 inh-2 -0.4 and hcDAF12 agonist -1.6.
`ClC1(CNc2ccccc2)CCN(Cc2ccccc2)CC1` gave DAX1 inh-1 0.2, SMARCA2 activ -5, hgDAF-12 ag -0.7, ADAM10 inh -9, sPLA2-III inh -3, GAA850 FXN act 3.6, NPR1 activator 5, ssDAF-12 act -0.9, NPR2 activator 1, DAX1 inh-2 -1.0 and hcDAF12 agonist -2.0.
`Cc1cccc(C(=O)N/N=C/c2ccccn2)c1` gave DAX1 inh-1 0.6, SMARCA2 activ 4, hgDAF-12 ag 5.8, ADAM10 inh -7, sPLA2-III inh -3, GAA850 FXN act 3.2, NPR1 activator 2, ssDAF-12 act -0.8, NPR2 activator 0, DAX1 inh-2 1.1 and hcDAF12 agonist 2.2.
For COc1ccc(C(=O)NCc2nnc(SCC(=O)N3CCCCCC3)o2)cc1OC the results were DAX1 inh-1 0.1, SMARCA2 activ -3, hgDAF-12 ag -0.8, ADAM10 inh 3, sPLA2-III inh 11, GAA850 FXN act 1.4, NPR1 activator 2, ssDAF-12 act -0.7, NPR2 activator -8, DAX1 inh-2 1.0 and hcDAF12 agonist -0.7.
For Cc1ccc(NC(=O)CSc2nnc([C@@H]3CCCN3C(=O)OC(C)(C)C)o2)c(C)c1 the results were DAX1 inh-1 -2.1, SMARCA2 activ 2, hgDAF-12 ag 0.2, ADAM10 inh 0, sPLA2-III inh -2, GAA850 FXN act -1.4, NPR1 activator 0, ssDAF-12 act -1.2, NPR2 activator 2, DAX1 inh-2 0.1 and hcDAF12 agonist 0.9.
`Cc1cccc(-n2nnnc2SCC(=O)Nc2ccc(N3CCN(C)CC3)cc2)c1` gave DAX1 inh-1 -0.6, SMARCA2 activ -2, hgDAF-12 ag 1.8, ADAM10 inh 1, sPLA2-III inh -4, GAA850 FXN act -0.5, NPR1 activator 4, ssDAF-12 act -0.9, NPR2 activator 6, DAX1 inh-2 0.6 and hcDAF12 agonist 1.7.
For O=C(NCc1cccs1)C1CCCN(S(=O)(=O)c2cccc3cccnc23)C1 (centres undefined) the results were DAX1 inh-1 0.2, SMARCA2 activ -2, hgDAF-12 ag -2.9, ADAM10 inh 3, sPLA2-III inh -4, GAA850 FXN act -2.0, NPR1 activator 1, ssDAF-12 act -1.1, NPR2 activator 4, DAX1 inh-2 -0.2 and hcDAF12 agonist -1.1.

Screens from PubChem BioAssay.

An unsorted share of the library (roughly 6.6% active in at least one column).
